Screening results from PubChem BioAssay.
M4 PAM – CHRM4 positive allosteric modulation; activation, % at 3 µM; CHO-K1 hM4/Gqi5, Fluo-8 calcium fluorescence, ACh EC20; 0% = ACh EC20, 100% = maximal ACh; 360,000 compounds, 0.4% hits; P08173;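 active = activation above its plate's cutoff, the mean activation of sample wells plus 3 SD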; also: some results filed as inactive read as strong as hits
Target sequence (P08173 whole entry, looked up): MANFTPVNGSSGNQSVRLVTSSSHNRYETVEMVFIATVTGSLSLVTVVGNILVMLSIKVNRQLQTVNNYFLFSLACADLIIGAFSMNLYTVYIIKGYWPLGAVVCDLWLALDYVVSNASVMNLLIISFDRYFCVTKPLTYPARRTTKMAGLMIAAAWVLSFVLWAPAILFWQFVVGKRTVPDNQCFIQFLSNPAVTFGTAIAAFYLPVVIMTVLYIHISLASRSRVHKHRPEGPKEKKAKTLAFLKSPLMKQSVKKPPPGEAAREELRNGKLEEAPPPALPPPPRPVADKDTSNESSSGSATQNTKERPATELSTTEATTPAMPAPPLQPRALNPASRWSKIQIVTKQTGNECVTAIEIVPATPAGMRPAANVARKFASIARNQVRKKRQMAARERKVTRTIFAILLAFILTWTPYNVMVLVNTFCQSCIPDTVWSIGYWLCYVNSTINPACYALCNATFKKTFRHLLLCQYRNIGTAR
M1 PAM parental – nonselective activator or artifact in parental CHO-K1 calcium assay; ATP EC20, Fluo-8 calcium fluorescence; 0% at ATP EC20, 100% at ATP max; activation, % at 3 µM; 360,000 compounds, 0.02% hits; AID 602247;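 active = activation above the run cutoff, the mean activation of all test compounds plus 3 SD, cut at about 40% in these data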;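 also: peak over basal fluorescence ratio in a 140 s read after ATP addition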
TAAR1 antag – human TAAR1 antagonism; Q96RJ0; CHO RD-HGA16 TAAR1, Fluo-8 calcium fluorescence, antagonist; inhibition, % at 3 µM; AID 624466; 360,000 compounds, 1.5% hits;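 active = inhibition above a per-plate cutoff, the mean inhibition of test compounds on that plate plus 3 SD, cut at about 49% in these data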;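 also: 0% = DMSO plus EC80 beta-PEA response and 100% = DMSO alone without agonist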
Target sequence (Q96RJ0 whole entry, looked up): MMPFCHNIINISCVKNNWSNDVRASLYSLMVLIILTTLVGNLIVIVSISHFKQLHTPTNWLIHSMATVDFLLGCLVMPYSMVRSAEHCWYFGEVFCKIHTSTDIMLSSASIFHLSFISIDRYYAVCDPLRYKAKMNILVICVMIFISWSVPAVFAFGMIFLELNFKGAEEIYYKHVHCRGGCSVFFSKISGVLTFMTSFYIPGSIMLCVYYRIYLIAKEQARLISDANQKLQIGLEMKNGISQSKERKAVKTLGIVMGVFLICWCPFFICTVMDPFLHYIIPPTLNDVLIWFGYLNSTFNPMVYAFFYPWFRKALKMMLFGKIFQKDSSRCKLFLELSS
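System: CHO RD-HGA16 cells bearing hTAAR1. Reagent: EC80 β-phenethylamine stimulus. Schedule: seeding 17-24 h prior, 75-min 37 °C, 30-min RT dye loading. Signal: Fluo-8 intracellular calcium dye fluorescence, real-time kinetic reads. Read-out: % inhibition from peak post-agonist over basal fluorescence ratio. Benchmarks: vehicle wells and EC80 agonist wells. Replicates: n of 1.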
M5 PAM – potentiates acetylcholine response at human M5 receptor | CHO-K1 hM5, Fluo-8 calcium, ACh EC20 PAM; 0% = ACh EC20, 100% = ACh EC100 | P08912 | activation, % at 3 µM | 360,000 compounds, 0.3% hits;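 active = activation above the run cutoff, the mean activation of all test compounds plus 3 SD, cut at about 18% in these data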
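system = human M5 receptor in CHO-K1 cells | compound = one concentration, 3 µM final (nominal) | schedule = Post-acetylcholine fluorescence recording 140 s | signal = Fluo-8 calcium dye fluorescence, kinetic read | benchmarks = low control EC20 acetylcholine (0%), high control EC100 acetylcholine (100%) | repeats = singlicate, one well per test compound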
CRFBP-R2 block – CRF-BP/CRF-R2 complex antagonism; HEK293 CRF-R2/CRF-BP, CRF-induced calcium fluorescence; inhibition, % at 11.8 µM; 350,000 compounds, 0.59% hits;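 active = inhibition of the ligand-induced calcium signal above about 50% at the single tested concentration, limit read from the data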
CRFBP-R2 agonist – CRF-BP/CRF-R2 complex agonism; HEK293 CRF-R2/CRF-BP, calcium dye fluorescence (FLIPR); percent of saturating CRF peptide response; activation, % at 13.2 µM; 350,000 compounds, 0.46% hits;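 active = activation of at least 50%, plus an integration ratio under a set limit after plate pattern correction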;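 also: plate controls were neutral control wells without compound for no effect and CRF at EC100 for full effect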
TAAR1 ag – human TAAR1 agonism. Q96RJ0. CHO RD-HGA16 TAAR1, Fluo-8 calcium fluorescence; vehicle wells 0%, saturating PEA agonist 100%. activation, % at 3 µM. 360,000 compounds, 0.99% hits. AID 624467;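 active = activation above the mean activation of all test compounds in the run plus 3 SD, cut at about 38% in these data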
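Test system: RD-HGA16 (CHO) cells co-expressing Gα16 and hTAAR1 / Benchmarks: DMSO vehicle as 0%, PEA at EC100 as 100% / Repeats: no replicates (n 1) / Measure: % activation from peak over basal fluorescence ratio, DMSO-to-PEA scaled / Timing: 17-24 h plating, Fluo-8 75 min 37 °C, 30 min RT / Technique: kinetic Fluo-8 calcium fluorescence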
M5 antag – antagonists of human muscarinic M5 receptor (CHRM5). inhibition, % at 3 µM. P08912. CHO-hM5 cells, Fluo-8 calcium fluorescence, ACh EC80. 360,000 compounds, 0.59% hits;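 active = inhibition above a per-plate cutoff, the mean of that plate's test compounds plus 3 SD, cut at about 27% in these data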;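 also: 0% = acetylcholine EC80 with DMSO and 100% = DMSO without agonist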
M5 ag – agonists of human muscarinic M5 receptor (CHRM5) | CHO-K1 hM5 cells, Fluo-8 calcium fluorescence; 0% DMSO wells, 100% maximal acetylcholine response | 360,000 compounds, 0.19% hits | activation, % at 3 µM;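 active = activation above the run's mean over test compounds plus 3 SD, cut at about 23% in these data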;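 also: signal is peak over basal fluorescence ratio across the kinetic read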
* marks the source's active call; other numbers are inactive results; . = not tested or not shown.

SMILES	M4 PAM	M1 PAM parental	TAAR1 antag	M5 PAM	CRFBP-R2 block	CRFBP-R2 agonist	TAAR1 ag	M5 antag	M5 ag
COC(CNC(=O)c1cc(C)nn1-c1ccccc1)OC	0	-5	-3	-3	1	0.5	6	0	1
O=C(COc1ccc(S(=O)(=O)NC2CCCCC2)cc1Cl)NCc1ccc2c(c1)OCO2	-2	5	11	-6	-46	3.4	9	1	1
Cc1ccc(S(=O)(=O)N2CCCCC2)cc1NC(=O)[C@@H]1CCCN1C(=O)c1cccs1	5	0	-7	4	-3	-0.5	3	6	2
N#CCSc1nnc(CNc2ccc(F)cc2)o1	0	17	-11	-1	-1	0.1	0	2	0
Nc1ncc(Br)cc1S(=O)(=O)NCCC(=O)NCc1ccc(F)cc1	-5	6	8	-1	5	1.1	10	6	-3
CCN(C(=O)COC(=O)CCS(=O)(=O)c1ccc(C)cc1)C1CCS(=O)(=O)C1 (stereo unspecified)	5	7	-14	-6	-6	-0.8	0	18	-4
CCN(CC)C(=O)C1CCCN(c2ccc([N+](=O)[O-])cc2/C=N/NC(=O)c2cccc(Br)c2)C1 (stereo unspecified)	-1	10	10	-1	4	0.8	1	3	-7
OCCSc1nc(-c2ccccc2)nc2c1CCC2	-2	14	-3	3	1	-0.3	-1	-4	-2
O=C(COC(=O)C1CCCCC1)Nc1ccc(S(=O)(=O)N2CCOCC2)cc1	-6	2	1	-9	-3	-0.1	1	6	5
O=C(NNC(=O)c1ccc(-c2ccccc2)cc1)Nc1ccc(F)cc1F	-1	-3	0	-5	3	-0.1	0	9	-4
COC(=O)c1c(C(=O)OC)c2ccccn2c1C(=O)c1ccccc1	-3	11	12	-2	1	0.2	7	14	-3
COc1ccc(C)cc1Nc1n[n+](-c2ccccc2)c(-c2cc(OC)c(OC)cc2Br)s1	10	4	4	-3	0	-5.8	11	22	-8
CC(Sc1nnc(N)s1)C(=O)Nc1ccc2c(c1)OCCO2 (stereo unspecified)	1	-13	-15	5	9	-1.9	1	-3	-2
CCN1CCN(CC(=O)Nc2cc(C(F)(F)F)ccc2OCCOC)CC1	5	26	-23	4	19	-3.1	1	10	3
O=C1C2CCCN2C(=O)N1CCCN1CCN(c2cccc(Br)c2)CC1 (stereo unspecified)	-2	0	-14	8	-11	-0.3	0	-7	2

Next section, starting with the last 2 of the part before.
SMILES	M4 PAM	M1 PAM parental	TAAR1 antag	M5 PAM	CRFBP-R2 block	CRFBP-R2 agonist	TAAR1 ag	M5 antag	M5 ag
CCN1CCN(CC(=O)Nc2cc(C(F)(F)F)ccc2OCCOC)CC1	5	26	-23	4	19	-3.1	1	10	3
O=C1C2CCCN2C(=O)N1CCCN1CCN(c2cccc(Br)c2)CC1 (stereo unspecified)	-2	0	-14	8	-11	-0.3	0	-7	2
Cc1ccc(C2CCN(C(=O)Nc3ccccc3)C2)cc1 (stereo unspecified)	5	11	-9	2	13	-1.4	3	-2	0
S=c1nc[nH]c2c1[nH]c1ccc(Cl)cc12	6	10	-28	5	-9	-0.3	0	5	-3
COC(=O)c1cccc(CN2C(=O)C(C)Sc3cc(Cl)ccc32)c1 (stereo unspecified)	-4	15	36	-7	.	.	3	9	0
CCCS(=O)(=O)c1ccc(COC(=O)Cc2ccc([N+](=O)[O-])cc2)cc1	-3	-2	20	-12	17	-0.2	0	8	-14
COc1cc(/C=C2\CCCc3c2nc2ccccc2c3C(=O)O)cc(Cl)c1O	9	14	6	1	-11	0.3	5	10	-2
CN(Cc1cnn(-c2ccc(F)cc2)c1)C(=O)[C@H]1O[C@@H](n2ccc(N)nc2=O)[C@H](O)[C@@H]1O	-3	-7	-19	5	.	.	1	-3	2
Cc1ccc(S(=O)(=O)NNC(=S)NC(C)(C)C)cc1	-1	-7	-11	-2	0	0.1	2	5	2
COc1cccc(NC(=S)Nc2ccc(O)cc2)c1	-9	7	-25	-6	9	-0.4	10	7	0
O=c1oc2ccc(C#CC3(O)CCCCC3)cc2cc1-n1cc(C2(O)CCCCC2)nn1	-6	9	53*	-5	-11	1.0	27	14	0
COc1cc2cc(C(=O)N[C@@H](Cc3ccccc3)C(=O)O)n(C)c2c(OC)c1OC	1	3	-29	-1	-1	0.4	19	11	-1
COc1ccc(NC(=O)CN(C)C(C)C(=O)N2CCCCC2)cc1 (stereo unspecified)	11	5	11	-1	7	0.0	0	-2	-1
COc1c2c(c3c(c1OC)c(=O)c1ccccc1n3C)OCO2	-2	3	-16	-3	20	0.0	0	12	0
Cc1cc(C)nc(N2CCC(C(=O)NC3CCCCCC3)CC2)n1	5	-9	12	0	-21	-2.8	6	-2	0
CCCN(CC(=O)Nc1ccccc1OC)CC(=O)c1c(N)n(Cc2ccccc2)c(=O)n(C)c1=O	0	3	-1	3	10	5.2	1	8	1
COc1cc(-c2cc(NC=O)c3ncc(-c4ccc(C(C)=O)cc4)n3c2)cc(OC)c1OC	-8	12	53*	-7	.	.	7	6	2

Reprinted from above (2 entries):
SMILES	M4 PAM	M1 PAM parental	TAAR1 antag	M5 PAM	CRFBP-R2 block	CRFBP-R2 agonist	TAAR1 ag	M5 antag	M5 ag
COC(=O)c1cccc(CN2C(=O)C(C)Sc3cc(Cl)ccc32)c1 (stereo unspecified)	-4	15	36	-7	.	.	3	9	0
CCCS(=O)(=O)c1ccc(COC(=O)Cc2ccc([N+](=O)[O-])cc2)cc1	-3	-2	20	-12	17	-0.2	0	8	-14

The list continues.
SMILES	M4 PAM	M1 PAM parental	TAAR1 antag	M5 PAM	CRFBP-R2 block	CRFBP-R2 agonist	TAAR1 ag	M5 antag	M5 ag
CCCc1cc(C(=O)OCC(=O)N(CCC)c2c(N)n(Cc3ccccc3)c(=O)[nH]c2=O)sc1C	3	-14	-6	6	0	1.7	20	4	-1
COc1ccc(/C=N/NS(=O)(=O)c2ccc(C)cc2)cc1OC(=O)c1ccc(C)cc1	3	-4	9	-2	9	0.7	10	1	-4
O=C(NNS(=O)(=O)c1ccc(F)cc1)c1ccc2c(c1)OCO2	-4	-4	-10	0	8	-0.3	2	-12	-7
O=S(=O)(c1ccccc1)N1CCN=C1SCc1cccc(Cl)c1	-9	15	-7	-8	23	1.0	2	7	-7
Cc1ccc(-n2c(Cl)c(Cl)nc(Cl)c2=O)cc1	-6	21	.	2	-24	45	.	2	-4
COc1cc(Cl)c(C)cc1NC(=O)COC(=O)/C=C/c1c(C)nn(C2CCS(=O)(=O)C2)c1Cl (stereo unspecified)	11	16	8	4	-22	-3.6	3	-1	-2
Nc1ccn([C@@H]2O[C@H](CNCC3=CCOc4ccc(O)cc43)[C@@H](O)[C@H]2O)c(=O)n1	7	14	-11	2	10	-1.1	1	-4	1
COc1ccc(-n2c(C)cc(/C=C3/SC(=O)N(CC(=O)N4CCOCC4)C3=O)c2C)cc1	-4	25	-11	-4	14	-0.4	7	2	-1
CCN(CC)S(=O)(=O)c1cccc(NC(=O)CNc2cccc(S(=O)(=O)N3CCOCC3)c2)c1	-9	-16	.	-26	-1	-1.5	.	25	2
CCc1ccc(-c2nc(CN3CCC(C(=O)N4CCN(c5ccccc5)CC4)CC3)c(C)o2)cc1	-27	13	-3	-16	-359	313*	28	10	6
O=C(NCC1CCCO1)c1cccc(Oc2ccc([N+](=O)[O-])cc2)c1 (stereo unspecified)	0	-11	-2	-8	14	-0.1	0	10	-2
COc1cc(/C=C2\C(=N)N3N=CSC3=NC2=O)ccc1OS(=O)(=O)c1ccccc1	3	-21	-40	-8	-5	-0.1	-2	12	-5
O=C(NNC(=S)NC(=O)c1ccccc1Cl)c1cccc([N+](=O)[O-])c1	1	0	34	-5	36	65*	92*	11	8
CC(=O)C1=C(C)NC(=O)NC1c1cccc(O)c1 (stereo unspecified)	8	-8	2	-1	3	0.3	8	0	-3
CC1(CCOCc2ccccc2)NC(=O)NC1=O (stereo unspecified)	11	-7	-4	-6	14	-1.4	2	9	4
COc1ccc(CNC(=O)N[C@@H](Cc2c[nH]c3ccccc23)C(=O)O)cc1	-2	-2	-2	2	-11	0.4	3	8	-4
C/C(CC(=O)NC12CC3CC(CC(C3)C1)C2)=N\NC(=O)Cc1cccs1	-1	-11	-7	-1	-26	0.7	1	-6	-2
CCCOc1ccc(C(F)(F)F)cc1NC(=O)C1CC(=O)N(Cc2ccco2)C1 (stereo unspecified)	3	-17	-18	1	-3	0.1	-1	7	5
CCN(CCO)c1ncnc2c1sc1nc(CC(C)C)c3c(c12)CC(C)(C)OC3	18	4	23	-2	-17	-2.6	11	14	5
CCN(CC)c1ccc(NC(=O)c2cccc(C)c2OC)c(C)c1	3	30	16	2	-11	0.1	1	-8	-6
O=C(NCc1ccccn1)C(=O)NCC1OCCN1S(=O)(=O)c1ccc([N+](=O)[O-])cc1 (stereo unspecified)	-2	18	-4	-2	-1	-1.0	0	7	-2
Cc1ccc(C(=O)COC(=O)C2CCC2)cc1	10	-3	.	-1	12	-0.8	.	5	-2
COc1ccc(C(=O)NCC(=O)NCc2ccncc2)cc1	-2	2	-4	1	-10	-3.8	3	7	0
COc1ccc(CNC(=O)C2CCC(CNS(=O)(=O)c3cccc4nsnc34)CC2)cc1 (stereo unspecified)	-5	14	-2	0	10	0.8	4	-2	1
CC(Sc1nc2scc(-c3ccccc3)c2c(=O)[nH]1)C(=O)NC(N)=O (stereo unspecified)	4	14	11	9	1	0.0	3	-4	0
CCOC(=O)c1sc(=S)n(-c2ccc(Cl)cc2)c1SC	-1	14	19	-2	36	2.4	7	-7	2
C#CCOCCOCCOCCNc1nc(N2CCN(C(=O)CCCCCCCCCCNC(=O)[C@@H](CCC(=O)O)n3cc(CCCCCN)nn3)CC2)nc(N2CCN(C(=O)CCCCCCCCCCNC(=O)[C@H](CO)n3cc(CCCSC)nn3)CC2)n1	13	6	.	-2	-12	4.7	.	1	1
Cc1noc(C)c1COc1ccccc1C(=O)N1CCN(c2cccc(Cl)c2)CC1	-7	20	18	-16	13	-5.4	7	7	1
CC(C)OC(=O)C(C(=O)C(F)(F)F)c1cc(NS(=O)(=O)c2ccc3ccccc3c2)c2ccccc2c1O (stereo unspecified)	0	3	.	-4	14	2.6	.	5	2
CC(C)NS(=O)(=O)c1cc(C(=O)O)ccc1Cl	10	-5	-2	-1	5	-3.1	2	4	-1
O=C(CN(C1CCCCC1)S(=O)(=O)c1ccc(F)cc1)NCC1CCCO1 (stereo unspecified)	2	12	8	2	13	0.8	0	-1	1
O=C(Cc1ccc(Cl)cc1)Nc1ccc(S(=O)(=O)N2CCOCC2)cc1	-10	12	11	0	-10	1.4	21	11	14
CN(C(=O)COC(=O)c1ccc[nH]c1=O)C1CCCCC1	-1	-1	6	2	2	-0.7	2	-18	5
Cc1ccccc1C1N(c2nccs2)C(=O)C2CCCN21 (stereo unspecified)	3	16	-11	-5	18	-0.9	13	12	-3
CSCCC(NC(=O)c1ccccc1Cl)C(=O)NC1CCN(Cc2ccccc2)CC1 (stereo unspecified)	-1	6	-24	-3	-3	-1.8	1	-2	-1
